Epigenetic reg: epigenetic control regulation, reporter derepression; murine LDR cells, GFP reporter derepression, 30 h; Potency, µM (titrated, usually from 53.9 µM), inactives show top-dose GFP activation, hits mostly activators; actives 0.2% (n = 280,000); active = well fitted activation curve with a large enough effect; inconclusive = small, poorly fitted or top-dose-only effect; note: % of control where 0% means no effect; nearly all actives have a fitted effect of over 60% in size
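Readout is the number of GFP-expressing murine LDR cells, counted by cytometry following washing. Cells were treated with compound for 30 h at 37 C; the stably integrated CMV-GFP locus is normally silent.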
Starred values were filed as active, the others as inactive; ? = inconclusive. Potency is the fitted concentration of half-maximal effect. This is a subset; count on the stated rates, not on these rows.

SMILES | Epigenetic reg
Cn1ncc2c(N3CCN(c4ccc(F)cc4)CC3)ncnc21 | 3.7%
O=C(CN1C(=O)CCSc2ccc(S(=O)(=O)N3CCCC3)cc21)Nc1cccc(Cl)c1 | 3.4%
Cc1ccc2c(CNCCc3ccc(Cl)cc3)c(C(=O)O)n(Cc3ccc(F)cc3)c2c1 | 0.7%
CCOC(=O)N1CCc2c(sc(NCc3cccs3)c2C(=O)Nc2ccc(OC)cc2OC)C1 | -1.1%
COc1cccc2sc(N(Cc3cccnc3)C(=O)c3ccc(S(=O)(=O)N(C)C)cc3)nc12 | -0.4%
CCN(CC)S(=O)(=O)c1ccc2c(c1)N(CC(=O)N1CCN(c3ccc(F)cc3)CC1)C(=O)CO2 | 0.0%
O=C(Nc1ccc(-c2nc3cc(NC(=O)c4ccc(Cl)cc4)ccc3o2)cc1)c1ccc(Cl)cc1 | -1.1%
O=C(NCC(c1cccnc1)N1CCc2ccccc2C1)c1ccc(F)c(F)c1 (stereo not drawn) | 1.1%
CCCS(=O)(=O)N1CC(=O)N(c2cc(C)ccc2C)C(C)(C(=O)NC2CCCCCC2)C1 (stereo not drawn) | -1.2%
O=C(Nc1ccc(N2CCC(N3CCCCC3)CC2)c(C(=O)O)c1)c1ccc(Br)cc1 | -0.5%
CC(C)Cn1c(CN2CCN(c3cccc(Cl)c3)CC2)nc2c1c(=O)[nH]c(=O)n2C | -2.0%
COc1ccccc1N1CCN(S(=O)(=O)CCNC(=O)COc2ccc(C(C)C)cc2)CC1 | 0.0%
Cn1cc(S(=O)(=O)N2CCCC2)cc1C(=O)Nc1ccc(C(F)(F)F)cc1 | 0.0%
CCS(=O)(=O)c1ccc(O)c(Nc2cc(C)nc(SC)n2)c1 | -1.6%
Cc1c(C(=O)Nc2ccc(C(C)C)cc2)sc2nc[nH]c(=O)c12 | 0.0%
Cc1ccccc1OCCSc1nc2ccc(NC(=O)c3ccco3)cc2s1 | -3.2%
CCN(C(=O)Cn1cc(S(=O)(=O)Cc2ccccc2Cl)c2ccccc21)c1ccccc1 | 0.0%
COc1ccc(C(=O)Nc2nnc(S(=O)(=O)N(C)c3ccc(Cl)cc3)s2)cc1OC | 0.0%
CSc1nc(C)cc(Nc2cccc(C(=O)O)c2)n1 | -3.2%
CCc1ccc(OC(=O)CSc2nnc(-c3ccc(OC)c(OC)c3)o2)cc1 | -2.1%
COc1ccc(CCNC(=O)Cn2nnc(-c3ccc(Cl)cc3)n2)cc1OC | 0.6%
Cc1cc(OCC(=O)N2CCC(c3nc4ccccc4s3)CC2)ccc1Cl | 1.1%
O=C(NCc1ccccc1Br)C1CCCN(C(=O)N2CCOc3ccccc32)C1 (stereo not drawn) | 0.8%
O=C(CSc1nc2ccccc2nc1Cc1ccc(Cl)cc1)N1CCCCC1 | -5.2%
CCOC(=O)c1cnc(N2CCN(c3cccc(C)c3C)CC2)c2ccccc12 | 3.9%
COC(=O)c1ccc(CN(Cc2ccc(OC)c(OC)c2)S(=O)(=O)c2cc(C(=O)Nc3cccc(C)c3)ccc2F)cc1 | 0.5%
CC(=O)Nc1c(C)nn(-c2ccccc2)c1N1CCC(C(=O)Nc2ccc(Cl)cc2C)CC1 | -1.2%
COC(=O)c1sccc1S(=O)(=O)N(CC(=O)Nc1ccccc1C)c1ccc(Cl)cc1 | 1.1%
Cc1cc(C)cc(C(=O)N2CC(=O)Nc3ccc(Br)cc3C2c2ccccc2)c1 (stereo not drawn) | -1.1%
COc1ccccc1CNC(=O)c1cc2cc(S(=O)(=O)N3CCCCC3)ccc2n1C | -3.4%
Cn1cc(S(=O)(=O)N2CCCCCC2)cc1C(=O)N1CCN(c2ccc(Cl)cc2)CC1 | -1.7%
CCCN1CCN(c2ncnc3sc(C(=O)Nc4cccc(Cl)c4C)c(C)c23)CC1 | -2.8%
Cc1cccc(-c2noc(CSc3nc(-c4ccc(F)cc4)cc(=O)[nH]3)n2)c1 | -1.6%
COc1ccc(NC(=O)Cn2c(=O)n(Cc3ccco3)c(=O)c3oc4ccccc4c32)cc1Cl | 14.1%
O=C(NCc1ccc(Cl)cc1)c1cnc2sc(N3CCOCC3)nn2c1=O | -4.1%
O=C(Nc1nnc(C2CC(=O)N(c3ccc(Cl)cc3)C2)s1)c1ccco1 (stereo not drawn) | -3.2%
Cc1ccc(S(=O)(=O)c2cnc(SCC(=O)Nc3ccc4c(c3)OCCO4)[nH]c2=O)cc1Cl | 4.5%
Cc1cccc(C(c2sc3nc(-c4ccco4)nn3c2O)N2CCN(Cc3ccccc3)CC2)c1 (stereo not drawn) | 17.1%
Cc1ccc(C)c(NC(=O)CSc2ncc3c(n2)-c2ccccc2N(Cc2ccccc2C)S3(=O)=O)c1 | ?
COc1ccc(N2CCN(S(=O)(=O)c3ccc(-c4coc(C)n4)cc3)CC2)cc1 | 1.4%
Cc1ccc(NC(=O)CN2C(=O)COc3ccc(S(=O)(=O)N4CCCCC4)cc32)cc1Cl | -0.7%
O=C(Nc1ccc(F)cc1F)c1ccc(-n2cnnc2)cc1 | 0.0%
O=C(C1CCCCC1)N(Cc1cccnc1)c1nc2ccc(Cl)cc2s1 | 4.3%
COc1cc(NC(=O)c2c(C)oc3c2C2=NCCN2C=N3)cc(OC)c1OC | 0.0%
Cc1ccc(NC(=O)Cn2nnc(-c3nc(-c4ccc(Cl)cc4)no3)c2N)cc1C | 2.9%
Cc1ccc(N2CCN(C(=O)Nc3cn(CC(C)C)c(=O)c4ccccc34)CC2)c(C)c1 | 1.7%
COc1ccc(OCC(=O)OCc2cc(=O)n3nc(C4CCCCC4)sc3n2)cc1 | 2.5%
COc1ccc(OC)c(NC(=O)CN2CCCN(Cc3ccccc3Cl)S2(=O)=O)c1 | -1.5%

15 entries from above, reformatted:
structure	Epigenetic reg
COc1ccc(NC(=O)Cn2c(=O)n(Cc3ccco3)c(=O)c3oc4ccccc4c32)cc1Cl	14.1%
O=C(NCc1ccc(Cl)cc1)c1cnc2sc(N3CCOCC3)nn2c1=O	-4.1%
O=C(Nc1nnc(C2CC(=O)N(c3ccc(Cl)cc3)C2)s1)c1ccco1 (stereo not drawn)	-3.2%
Cc1ccc(S(=O)(=O)c2cnc(SCC(=O)Nc3ccc4c(c3)OCCO4)[nH]c2=O)cc1Cl	4.5%
Cc1cccc(C(c2sc3nc(-c4ccco4)nn3c2O)N2CCN(Cc3ccccc3)CC2)c1 (stereo not drawn)	17.1%
Cc1ccc(C)c(NC(=O)CSc2ncc3c(n2)-c2ccccc2N(Cc2ccccc2C)S3(=O)=O)c1	?
COc1ccc(N2CCN(S(=O)(=O)c3ccc(-c4coc(C)n4)cc3)CC2)cc1	1.4%
Cc1ccc(NC(=O)CN2C(=O)COc3ccc(S(=O)(=O)N4CCCCC4)cc32)cc1Cl	-0.7%
O=C(Nc1ccc(F)cc1F)c1ccc(-n2cnnc2)cc1	0.0%
O=C(C1CCCCC1)N(Cc1cccnc1)c1nc2ccc(Cl)cc2s1	4.3%
COc1cc(NC(=O)c2c(C)oc3c2C2=NCCN2C=N3)cc(OC)c1OC	0.0%
Cc1ccc(NC(=O)Cn2nnc(-c3nc(-c4ccc(Cl)cc4)no3)c2N)cc1C	2.9%
Cc1ccc(N2CCN(C(=O)Nc3cn(CC(C)C)c(=O)c4ccccc34)CC2)c(C)c1	1.7%
COc1ccc(OCC(=O)OCc2cc(=O)n3nc(C4CCCCC4)sc3n2)cc1	2.5%
COc1ccc(OC)c(NC(=O)CN2CCCN(Cc3ccccc3Cl)S2(=O)=O)c1	-1.5%

Going on with the list:
SMILES | Epigenetic reg
CCN(CC)C(=O)CSc1nc(-c2ccc(C)cc2)nc2c1Cc1c(CO)cnc(C)c1O2 | -2.4%
CCCNC(=O)c1ccc(-n2c(-c3ccccc3)cc3c2CCCCC3)cc1 | 1.4%
Cc1ccc(Cn2c(C(=O)O)c(CNC3CCCCCC3)c3ccc(C)cc32)cc1 | -2.7%
Cc1nn(C)c2c1c(C(F)(F)F)cc(=O)n2CC(=O)N1CCC(C)CC1 | 2.3%
Cc1cc(NC(=O)CSc2nc3c([nH]c4ccccc43)c(=O)n2-c2ccc(Cl)cc2)no1 | 4.2%
COC(=O)c1ccccc1NC(=O)Cn1c(=O)cc(-c2ccccc2)c2c(C)nn(C)c21 | 1.5%
CSc1ncc2c(n1)-c1ccccc1N(Cc1ccc(F)cc1)S2(=O)=O | ?
O=C(CN1C(=O)CCn2nc(-c3ccccc3)cc21)NCc1ccc(F)cc1 | -1.3%
COc1ccc(C(=O)N2CCN(CCc3ccccn3)CC2)cc1 | -1.6%
COc1ccc(C(=O)Nc2nnc(SCc3cc(=O)n4cc(Cl)ccc4n3)s2)cc1 | -0.5%
O=C(CNC(=O)c1ccccc1Cl)OCc1cc(=O)n2ccsc2n1 | 1.5%
COc1ccccc1NC(=O)Cn1c(=O)n(Cc2nc(C)no2)c(=O)c2cc3c(cc21)OCO3 | -0.1%
CCN(CC)C(=O)Nc1ccc2c(c1)N(Cc1ccccc1)C(=O)c1ccccc1S2 | -3.9%
CCCc1ccc(OCC(=O)Nc2scc(-c3cccs3)c2C(=O)OC)cc1 | -2.2%
COc1cccc(CNC(=O)C2CCCN(c3nc4ccccc4n4cccc34)C2)c1 (stereo not drawn) | 1.4%
Cc1cc(OC(C)C(=O)N2CCN(CCc3ccccn3)CC2)ccc1Cl (stereo not drawn) | 1.1%
COc1cccc2cc(-c3nc4sc(C(=O)Nc5ccc(F)cc5F)c(C)c4c(=O)[nH]3)c(=O)oc12 | 8.1%
Cc1oc2ncnc(N3CCCCC3)c2c1C(=O)N1CCN(c2cccc(C(F)(F)F)c2)CC1 | -1.3%
Cc1nn(-c2ccc(N3CCCC3)nn2)c(C)c1CCC(=O)NCc1ccc(F)cc1 | 0.0%
Cc1ccc(OC(=O)CSc2nnc(CNC(=O)c3ccccc3)o2)cc1 | 4.2%
Cc1noc2ncnc(Nc3ccc(F)cc3)c12 | -1.1%
CCOc1ccc(NC(=O)c2c(C)oc3nc(C)nc(N4CCCC4)c23)cc1 | -1.3%
O=C(CSc1nc2c([nH]c3ccccc32)c(=O)n1-c1cccc(Cl)c1)NCC1CCCO1 (stereo not drawn) | 1.4%
Cc1ccc(NC(=O)Cn2nnc(-c3nc(-c4ccncc4)no3)c2N)cc1 | -1.8%
CCc1ccc(-n2c(=O)c3cccnc3n2CC(=O)NCc2ccccc2)cc1 | -1.2%
CCOCCCNc1ncnc2onc(C)c12 | -1.3%
COc1ccc(Cc2nc3ccc(C(=O)NCCCN4CCN(C)CC4)cc3o2)cc1 | 1.1%
Cc1ccc(CCNC(=O)c2c3c(nc4ccccc24)C(=O)N(C2CCCCC2)C3)cc1 | 1.5%
CCC(=O)N1c2ccccc2CC1C(=O)NCCc1ccc(Cl)cc1 (stereo not drawn) | -0.3%
Cc1[nH]c2ccccc2c1C(c1ccccc1)c1cccs1 (stereo not drawn) | 0.0%
CCN(CC)c1ccc(C(=O)NCc2ccc3c(c2)CCN3C(C)=O)cc1 | 0.0%
Cc1cn2c(=O)cc(COC(=O)COc3ccc(F)cc3)nc2s1 | 2.3%
CCOc1ccc(CNC(=O)c2ccc(-c3nc(CS(=O)(=O)c4ccccc4)c(C)o3)cc2)cc1 | -1.5%
Cc1cc(C)cc(NC(=O)C(=O)NCC(c2cccnc2)N2CCOCC2)c1 (stereo not drawn) | 0.8%
CCCCn1c(=O)c2oc3ccccc3c2n(CC(=O)Nc2ccccc2OC)c1=O | 2.8%
CCCS(=O)(=O)N1CC(=O)N(c2cccc(Cl)c2C)C(C)(C(=O)NC2CCCC2)C1 (stereo not drawn) | -1.2%
COc1cc(C(=O)NCc2nnnn2-c2ccc(C)c(C)c2)cc(OC)c1OC | 7.3%
COc1ccc(-c2onc(C)c2C)cc1S(=O)(=O)NCc1ccco1 | 13.3%
CCCN(CCC)CCNC(=O)c1ccc2c(c1)NC(=O)C(CS(=O)(=O)Cc1cccc(Br)c1)N2 (stereo not drawn) | 0.1%
Cc1ccc(-c2nc(CCNC(=O)C(=O)Nc3ccc(C)c(C)c3)cs2)cc1 | 1.4%
Cc1nn(S(=O)(=O)c2ccc(Cl)cc2)c(C)c1S(=O)(=O)N1CCCCCC1 | 2.8%
Cc1ccc(OCCSc2nc3ccccc3n2CC(=O)N2CCOCC2)cc1 | -4.2%
COCCNC(=O)c1ccc2nc(CCc3ccccc3)oc2c1 | -1.7%
COc1ccc(C)cc1Nc1nc2c(S(=O)(=O)c3cccc(Cl)c3)nnn2c2ccsc12 | -2.7%
COc1ccc(-n2cc(C(=O)NCc3ccccc3)c3ccccc3c2=O)cc1 | 0.0%
CCOc1ccc(C(=O)Nc2cccc(-c3nc4cccnc4s3)c2C)cc1OCC | -2.1%
CCOc1ccc(NC(=O)CSc2nc3c([nH]c4ccccc43)c(=O)n2-c2cc(C)cc(C)c2)cc1 | 16.1%
COc1cc(NC(=O)Cn2c(=O)nc(-c3ccccc3F)c3cc(Cl)ccc32)cc(OC)c1 | -1.7%
COc1ccc(NC(=O)CSc2nnc(-c3ccncc3)n2-c2ccccc2)cc1 | 1.1%
COc1ccccc1CNc1nc2ccc(C)cc2n2nnnc12 | ?
Cc1nn(-c2ccc(F)cc2)c(-n2cccc2)c1C(=O)NCCCN1CCN(c2ccccc2F)CC1 | -0.7%
CC1CCCN(c2ncnc3c2nc2n3CCCCC2)C1 (stereo not drawn) | -1.2%
Cc1ccc2c(CNC3CCC(C)CC3)c(C(=O)O)n(Cc3cccc(F)c3)c2c1 (stereo not drawn) | -0.2%
CN(Cc1ccc(F)cc1)S(=O)(=O)c1nnc(NC(=O)c2ccccc2Cl)s1 | -1.1%
COc1ccc(NC(=O)c2oc3ccc(S(=O)(=O)N4CCCCC4)cc3c2C)cc1 | 2.9%
CCOC(=O)C(C)NC(=O)c1c2c(nc3ccccc13)C(=O)N(C1CCCCC1)C2 (stereo not drawn) | 1.5%
Cc1cc(C)c(Cn2cnc3nc4c(cc3c2=O)CCCC4)c(C)c1 | 2.5%
COc1cccc(NC(=O)Cn2nnc(C(=O)NCc3cccs3)c2N)c1 | -0.2%
COc1ccc(S(=O)(=O)NCCc2csc(-c3ccc(F)cc3)n2)cc1 | 0.0%
Cc1nn(C(=O)c2ccccc2F)c(C)c1S(=O)(=O)N1CCOCC1 | -1.7%

Source: PubChem BioAssay
